High-throughput results: PubChem, several laboratories
NPY1 pot ag: NPY-Y1 receptor potentiators or agonists, primary screen, cell-based; Neuropeptide Y receptor type 1 (Homo sapiens), P25929; NPY-Y1 expressing cells, potentiator/agonist activation; activation, % at 3.6 µM; 0.37% of 220,000 active; AID 1304, 2008; in the data active means activation above about 33%, passing the limit was not always enough;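 further: cells stimulated with NPY at EC10 then isoproterenol at EC100; 0% = low agonist plus stimulus and 100% = saturating agonist plus stimulus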
CHOP inh: inhibitors of CHOP promoter induction, primary screen, cell-based, unfolded protein response, luciferase reporter; CHO-K1 CHOP-promoter luciferase, tunicamycin-induced, 15-18 h; inhibition, % at 10 µM; 3.8% of 220,000 active;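 active means compounds that reduced the stress-induced luciferase reporter signal by more than about 70% of percent inhibition, limit read from the data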;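 further: 0% = tunicamycin plus vehicle and 100% = wells without tunicamycin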
NCF1 inh: p47phox/p22phox peptide binding inhibitors, primary screen, biochemical, uHTS, NADPH oxidase regulatory subunit. fluorescence polarization, 2 h. inhibition, % at 24.7 µM. 0.53% of 220,000 active. AID 1274, 2008;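 active means inhibition above about 30%, limit read from the data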;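 further: 0% = p47phox with labelled peptide and 100% = labelled peptide alone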
S1P4 agonist: S1P4 receptor agonists, primary screen, cell-based. Sphingosine 1-phosphate receptor 4 (Homo sapiens), O95977. S1P4-expressing cell line, agonist reporter assay. activation, % at 4.98 µM. 0.35% of 220,000 active; in the data active means activation above about 11%;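 further: 0% = DMSO vehicle and 100% = reference agonist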
Target sequence (O95977 whole entry, looked up): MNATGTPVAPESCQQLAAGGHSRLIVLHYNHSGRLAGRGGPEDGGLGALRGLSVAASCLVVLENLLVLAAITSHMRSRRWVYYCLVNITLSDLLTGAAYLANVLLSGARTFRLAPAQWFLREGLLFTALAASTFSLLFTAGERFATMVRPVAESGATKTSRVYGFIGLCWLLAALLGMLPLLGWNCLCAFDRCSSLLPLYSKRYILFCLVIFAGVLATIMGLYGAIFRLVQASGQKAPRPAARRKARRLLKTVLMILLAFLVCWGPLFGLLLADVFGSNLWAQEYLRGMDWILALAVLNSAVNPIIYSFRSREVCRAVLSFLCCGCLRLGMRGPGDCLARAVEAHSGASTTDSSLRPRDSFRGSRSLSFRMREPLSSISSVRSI
BaF3 parental: parental Ba/F3 cell viability inhibition, counter-screen for JAK2V617F inhibitor project, murine pro-B, CellTiter-Glo luminescence. CellTiter-Glo ATP luminescence. inhibition, % at 5.6 µM. 1.1% of 220,000 active. AID 1486, 2009;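 active means inhibition above a per-campaign cutoff, the mean inhibition of all tested compounds plus 3 SD, cut at about 27% in these data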;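 further: 0% = DMSO wells and 100% = JAK Inhibitor I control wells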
Ba/F3 V617F tox: reduced viability of JAK2V617F-dependent Ba/F3 cells, primary screen, JAK2V617F inhibitor project, cell-based, Ba/F3 EpoR-JAK2V617F, luminescence. AID 1446, 2008. ATP luminescence. inhibition, % at 5.6 µM. 1.1% of 220,000 active;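 active means inhibition above the campaign mean plus 3 SD over all tested compounds, cut at about 24% in these data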;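 further: cytokine-independent growth of Ba/F3 cells driven by EpoR plus mutant JAK2; 0% = DMSO-treated cells and 100% = JAK inhibitor I control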
NPY-Y2 PAM-ag: NPY-Y2 potentiators or agonists, primary screen, cell-based; 0.45% of 220,000 active; AID 1359, 2008; Neuropeptide Y receptor type 2 (Homo sapiens), P49146; cells expressing NPY-Y2, potentiator/agonist read-out; activation, % at 3.6 µM; in the data active means activation above about 27%;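 further: cells stimulated with NPY near EC25 plus isoproterenol at EC100; 0% = vehicle plus submaximal agonist and 100% = vehicle plus saturating agonist; some results beyond the cut were filed as inactive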
Target sequence (P49146 whole entry, looked up): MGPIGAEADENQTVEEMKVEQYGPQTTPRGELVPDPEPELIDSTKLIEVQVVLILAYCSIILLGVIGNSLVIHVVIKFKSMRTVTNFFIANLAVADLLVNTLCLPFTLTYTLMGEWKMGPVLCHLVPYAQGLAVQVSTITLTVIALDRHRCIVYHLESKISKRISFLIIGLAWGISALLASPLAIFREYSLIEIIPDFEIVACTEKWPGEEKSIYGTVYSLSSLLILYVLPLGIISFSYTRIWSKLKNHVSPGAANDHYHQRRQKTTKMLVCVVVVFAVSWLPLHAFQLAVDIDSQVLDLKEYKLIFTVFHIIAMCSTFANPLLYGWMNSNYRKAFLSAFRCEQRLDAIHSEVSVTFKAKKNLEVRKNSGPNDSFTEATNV
NPY Y1 blocker: NPY-Y1 receptor antagonists, primary screen, cell-based; Neuropeptide Y receptor type 1 (Homo sapiens), P25929; HEK293-CNG Y1 cells, membrane potential fluorescence; NPY at EC95, then isoproterenol; inhibition, % at 3.6 µM; 1% of 200,000 active; AID 1040, 2008;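 active means inhibition above the campaign mean inhibition of all tested compounds plus 3 SD, cut at about 20% in these data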;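 further: 0% = DMSO wells given NPY plus isoproterenol and 100% = isoproterenol alone without NPY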
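Assay system: HEK293 Y1/CNG channel cell line; Doses: single compound dose of 3.6 µM, 0.4% DMSO; Timing: dye 3 h, compound 60 min room temperature, stimulation 45 min; Technique: Membrane-potential fluorescent dye readout; Measure: % inhibition of NPY effect.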
S1P4 antag: S1P4 receptor antagonists, primary screen, cell-based; 0.26% of 220,000 active; inhibition, % at 4.98 µM; AID 1510, 2009; Sphingosine 1-phosphate receptor 4 (Homo sapiens), O95977; S1P4-expressing cells, antagonist mode, reporter read-out; in the data active means inhibition above about 29%;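 further: 0% = wells stimulated with agonist and 100% = vehicle wells without agonist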
* hit, by the source's call; · = not tested or not shown.

SMILES	NPY1 pot ag	CHOP inh	NCF1 inh	S1P4 agonist	BaF3 parental	Ba/F3 V617F tox	NPY-Y2 PAM-ag	NPY Y1 blocker	S1P4 antag
COc1ccc(/C=C/C(=O)OCC(=O)NCc2cccs2)cc1OC	0	7	-9	3.1	1	-3	-4	1	-19
Cc1ccc(Nc2cc(C)nn2-c2nc(C)cc(C)n2)cc1	-11	-88	-3	-1.5	6	3	-12	3	-19
COc1ccc(C(=O)OCC(=O)NCC2CCCO2)cc1S(=O)(=O)N1CCCc2ccccc21 (centres undefined)	9	9	-8	-1.9	0	-4	11	11	1
Cn1c(=O)n(-c2cccc(Cl)c2)c(=O)c2c3c(sc21)COC(C)(C)C3	-5	22	6	1.7	-1	-2	5	11	-16
O=C(O)[C@H](Cc1ccccc1)NC(=O)N1CCOCC1	-14	65	0	-0.6	3	3	3	2	-19
Cc1cc(CNC(=O)c2cccnc2Cl)c2ccccc2n1	-15	14	12	0.9	3	4	-3	6	-2
CC1(C)CC(=O)C(C=NCCN2CCOCC2)=C(O)C1	0	-7	7	0.3	11	6	-11	0	-1
COc1ccc(CN2CCC(CO)(CCOc3ccccc3)CC2)cc1C	-7	32	0	-0.3	4	4	-42	13	1
COc1ccc(N2CC(C(=O)Nc3nc4ccccc4s3)CC2=O)cc1 (centres undefined)	4	58	0	-0.1	1	-4	4	·	-1
COc1ccc(NC(=O)c2cccc(S(=O)(=O)Nc3ccc(Br)cc3)c2)cn1	30	35	-26	-1.3	15	9	29	-12	6
C=CCn1c(N)c(C(=O)OCCC)c2nc3ccccc3nc21	-12	37	-11	0.7	6	-2	10	-6	-3
CC(=O)N(C)c1ccc(NC(=O)COc2ccc(Br)cc2C)cc1	-28	12	-8	1.0	1	-4	3	7	-22
OCCC1CN(CCCn2cccn2)CCN1C1CCCCC1 (centres undefined)	10	9	-64	-0.6	8	-1	-2	0	-9
O=C(Cn1nnc(-c2ccncc2)n1)Nc1ccc2c(c1)CCC2	1	57	-30	0.7	2	2	-2	4	1
CC(C)OCCCNS(=O)(=O)c1ccc2c(c1)OCCO2	-5	4	-2	3.9	0	-4	6	5	-12
CC1=C(C(=O)OCc2ccc(C)cc2)C(c2ccc(O)c([N+](=O)[O-])c2)NC(=O)N1 (centres undefined)	12	-7	-1	-2.5	-2	-6	3	4	-15
CCNC(=S)N/N=C/c1ccc(C#N)cc1	6	-24	-93	0.7	-2	-4	11	-2	4
CC(C)(C)C(=O)CC1(O)C(=O)N(Cc2ccccc2)c2ccccc21 (centres undefined)	-6	15	-9	-0.1	4	-1	1	2	-10
C=CCc1ccc(OCCCCCN2CCOCC2)c(OC)c1	-19	37	2	1.6	4	5	-7	2	-9
CSCC(=O)N1CCCC(CNC(=O)c2ccccc2Cl)C1 (centres undefined)	7	-19	7	-1.4	0	-3	-12	13	-28
CCN=C1SC(CC(=O)Nc2ccccc2)C(=O)N1CC (centres undefined)	14	-22	-13	0.6	-1	-3	2	2	-28
CCN(CC)S(=O)(=O)c1ccc(N2CCOCC2)c(NS(=O)(=O)c2cc(C(C)(C)C)ccc2C)c1	4	10	-23	-0.8	4	-3	3	-2	8
Cc1nc2cc(N3CCCCC3)c(NC(=O)c3ccncc3)cc2c(=O)n1Cc1ccccc1	6	28	-4	0.2	1	-3	-3	-5	-2
CC(=O)Nc1ccc(NC(=O)C2CCN(C(=O)c3cccs3)CC2)cc1	-8	-1	0	-0.5	6	1	-20	-6	7

For reference, part of the list above:
SMILES	NPY1 pot ag	CHOP inh	NCF1 inh	S1P4 agonist	BaF3 parental	Ba/F3 V617F tox	NPY-Y2 PAM-ag	NPY Y1 blocker	S1P4 antag
Cc1cc(CNC(=O)c2cccnc2Cl)c2ccccc2n1	-15	14	12	0.9	3	4	-3	6	-2
CC1(C)CC(=O)C(C=NCCN2CCOCC2)=C(O)C1	0	-7	7	0.3	11	6	-11	0	-1
COc1ccc(CN2CCC(CO)(CCOc3ccccc3)CC2)cc1C	-7	32	0	-0.3	4	4	-42	13	1
COc1ccc(N2CC(C(=O)Nc3nc4ccccc4s3)CC2=O)cc1 (centres undefined)	4	58	0	-0.1	1	-4	4	·	-1
COc1ccc(NC(=O)c2cccc(S(=O)(=O)Nc3ccc(Br)cc3)c2)cn1	30	35	-26	-1.3	15	9	29	-12	6
C=CCn1c(N)c(C(=O)OCCC)c2nc3ccccc3nc21	-12	37	-11	0.7	6	-2	10	-6	-3
CC(=O)N(C)c1ccc(NC(=O)COc2ccc(Br)cc2C)cc1	-28	12	-8	1.0	1	-4	3	7	-22
OCCC1CN(CCCn2cccn2)CCN1C1CCCCC1 (centres undefined)	10	9	-64	-0.6	8	-1	-2	0	-9
O=C(Cn1nnc(-c2ccncc2)n1)Nc1ccc2c(c1)CCC2	1	57	-30	0.7	2	2	-2	4	1
CC(C)OCCCNS(=O)(=O)c1ccc2c(c1)OCCO2	-5	4	-2	3.9	0	-4	6	5	-12
CC1=C(C(=O)OCc2ccc(C)cc2)C(c2ccc(O)c([N+](=O)[O-])c2)NC(=O)N1 (centres undefined)	12	-7	-1	-2.5	-2	-6	3	4	-15
CCNC(=S)N/N=C/c1ccc(C#N)cc1	6	-24	-93	0.7	-2	-4	11	-2	4
CC(C)(C)C(=O)CC1(O)C(=O)N(Cc2ccccc2)c2ccccc21 (centres undefined)	-6	15	-9	-0.1	4	-1	1	2	-10
C=CCc1ccc(OCCCCCN2CCOCC2)c(OC)c1	-19	37	2	1.6	4	5	-7	2	-9
CSCC(=O)N1CCCC(CNC(=O)c2ccccc2Cl)C1 (centres undefined)	7	-19	7	-1.4	0	-3	-12	13	-28
CCN=C1SC(CC(=O)Nc2ccccc2)C(=O)N1CC (centres undefined)	14	-22	-13	0.6	-1	-3	2	2	-28

Next section
SMILES	NPY1 pot ag	CHOP inh	NCF1 inh	S1P4 agonist	BaF3 parental	Ba/F3 V617F tox	NPY-Y2 PAM-ag	NPY Y1 blocker	S1P4 antag
Cc1ccc2cc(/C=N/NC(=O)c3ccccc3O)c(Cl)nc2c1	-27	9	-6	2.8	3	4	4	3	-5
CCN(C(=O)c1cc2ccccc2oc1=O)c1ccccc1	1	-27	-1	-0.3	0	-3	6	1	-4
COC(=O)NCC(c1cccnc1)N1CCN(c2ccccc2OC)CC1 (centres undefined)	7	14	-49	-0.8	4	-1	-9	3	-1
CCOC(=O)c1ccc(NC(=O)CN2CCN(CCN=CC3=C(O)CC(C)(C)CC3=O)CC2)cc1	-5	14	-13	1.7	1	1	2	5	-16
CN1C/C(=C\c2ccc(N3CCOCC3)cc2)C(=O)/C(=C/c2ccc(N3CCOCC3)cc2)C1	7	-34	-63	-0.2	8	-3	26	1	-10
Cc1ccc(S(=O)(=O)N(C)CCCC(=O)Nc2cccc3ccccc23)cc1	-13	39	-5	1.1	7	-1	-3	-4	7
O=C(CCc1nc2ccccc2s1)OCC(=O)N1CCN(C(=O)c2ccco2)CC1	-19	29	-15	2.1	4	7	3	-5	-6
COc1ccc(/C=N/S(=O)(=O)c2ccccc2)cc1OC	-10	-5	2	2.1	-4	-2	3	1	-6
COc1ccc(C(=O)C[n+]2ccc(-c3nnc4n3CCC4)cc2)cc1	9	11	-11	-0.3	-2	-4	8	3	-28
Cc1sc(NC(=O)C2CCCCC2C(=O)O)c(C(N)=O)c1-c1ccccc1 (centres undefined)	-36	-2	6	-0.9	2	2	-9	7	-13
Cc1nnc(N(C)C(=O)c2ccccn2)s1	-12	24	-5	-0.1	-3	-3	10	0	-4
CC1CCN(C(=O)Nc2ccc3nsnc3c2)CC1	4	0	-5	-1.8	-2	-3	3	-4	16
Cc1cc(C)c2c(=O)n(CC(=O)N3CCC(Cc4ccccc4)CC3)sc2n1	9	107*	-31	-0.8	5	0	-5	3	-10
Cc1cc(N2C(=O)CC(Cc3ccccc3)C2=O)no1 (centres undefined)	7	-12	-12	-0.3	1	-2	-6	-7	2
CCOC(=O)C(C(=O)Nc1nccs1)C1CCCCC1 (centres undefined)	-19	20	-9	1.4	5	4	-6	3	6
COc1ccc(CC(=O)NCC(c2ccc(OC)cc2)N(C)C)cc1 (centres undefined)	-10	32	-7	0.8	3	0	-3	2	-12
CCN=C1SC(C(N)=O)CC(=O)N1CC (centres undefined)	9	0	10	-1.6	-1	-1	-1	-1	-6
C=CCN1C(=O)C(Cc2cccc(Cl)c2)S/C1=N/N=C/c1ccco1 (centres undefined)	10	65	-9	-3.7	2	2	0	1	1
Cc1occc1C(=O)NCc1ccccc1	10	-16	-4	1.6	-5	-4	4	-1	0
O=C1Nc2cc(C(=O)N3CCOCC3)ccc2SC1N1CCOCC1 (centres undefined)	10	-12	0	-0.6	2	-4	3	2	-8
Cc1ccsc1/C=C1/CN(C)Cc2c1nc1ccccc1c2C(=O)O	7	8	3	1.6	0	-5	3	·	-9
CN(C)S(=O)(=O)c1cccc(-c2cn3cccnc3n2)c1	19	6	-6	-0.1	8	0	0	-4	-10
CCOc1ccccc1NC(=O)C1CC2CCCC(C1)C2=O (centres undefined)	1	59	-14	-1.5	3	-1	0	-1	-10
O=C(COc1ccccc1)Nc1nn[nH]n1	-36	-6	-7	-1.3	4	-1	3	1	4
COc1ccccc1N1CCN(Cc2cccc(OC)c2OC)CC1	9	15	4	0.4	4	0	8	0	-10
CN1CCc2cccc3c2[C@H]1Cc1ccc(O)c(O)c1-3	-13	21	19	3.6	4	7	1	2	24
Nc1nc(N2CCOCC2)nc(N(c2ccccc2)c2ccccc2)n1	7	1	-8	-1.4	6	-4	4	-3	-9
CCn1c(CSc2ncn[nH]2)nc2cc(C(=O)O)ccc21	22	-23	16	-0.5	-1	-4	-12	·	8
CCn1cc(NC(=O)Nc2ccc(OC)c(OC)c2)c(C(N)=O)n1	-1	24	4	0.1	3	3	-3	-1	-34
O=C(O)CN(Cc1ccco1)S(=O)(=O)c1ccc(F)cc1	21	19	-24	1.1	2	-4	2	3	1
N#Cc1cccc(C(c2nnnn2CCc2ccccc2)N2CCN(C3CCCCC3)CC2)c1 (centres undefined)	4	1	-7	0.6	2	-2	8	-2	-5
O=C(CSC1CC(=O)N(CCc2ccccc2)C1=O)Nc1ccc(Br)cc1 (centres undefined)	-22	51	-7	-1.2	4	-1	-15	1	-13
Cc1ccc(-c2nc(CS(=O)CC(=O)NCc3ccccn3)c(C)o2)cc1 (centres undefined)	5	2	0	-0.1	7	3	-4	0	14
CNC(=O)C(=O)Nc1c(C)cc(C)cc1C	6	0	-17	1.2	5	-2	-2	10	7
O=C(OCc1ccc(Br)cc1)c1ccncc1	-24	14	1	-0.8	9	-1	-1	5	-2
